# MITF inh – human MITF inhibition, primary screen. O75030. AlphaScreen MITF homodimerization, bead proximity signal. inhibition, % at 2.6 µM. 0.91% of 650,000 active; in the data active means inhibition above about 50%;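 further: 0% = vehicle wells with protein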
# Target sequence (O75030 whole entry, looked up): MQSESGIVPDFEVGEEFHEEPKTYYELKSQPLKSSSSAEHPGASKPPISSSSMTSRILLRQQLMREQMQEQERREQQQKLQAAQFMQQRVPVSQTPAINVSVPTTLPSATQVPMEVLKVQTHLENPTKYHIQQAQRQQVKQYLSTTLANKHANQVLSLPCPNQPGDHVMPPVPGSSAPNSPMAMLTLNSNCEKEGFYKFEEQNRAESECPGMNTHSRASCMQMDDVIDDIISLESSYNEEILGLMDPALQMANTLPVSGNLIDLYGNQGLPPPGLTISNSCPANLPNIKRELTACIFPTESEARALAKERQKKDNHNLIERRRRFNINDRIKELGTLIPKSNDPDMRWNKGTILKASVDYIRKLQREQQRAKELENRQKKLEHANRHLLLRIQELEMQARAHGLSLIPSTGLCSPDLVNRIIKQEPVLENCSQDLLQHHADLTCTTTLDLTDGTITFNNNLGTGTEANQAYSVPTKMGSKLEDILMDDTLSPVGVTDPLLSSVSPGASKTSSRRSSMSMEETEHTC
# TEAD-YAP block – TEAD-YAP interaction inhibition; HEK-TIYL cells, TEAD-Gal4/YAP UAS-luciferase luminescence; inhibition, % at 9.12 µM; 1.4% of 640,000 active; AID 1259422; in the data active means inhibition above about 32%;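 further: 0% = median of test compound wells and 100% = reference inhibitor wells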
# FBW7 activator – activators of human E3 ligase FBW7 | Q969H0 | AlphaScreen FBW7–phospho-cyclin E peptide binding, activator screen | normalized activity (activation), % at 26.1 µM | 0.13% of 650,000 active; in the data active means normalized activity above about 1.9%;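 further: purified mutant Fbw7 with reduced substrate affinity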
# GPR151 ag – activates the human receptor GPR151; activation, % at 11.2 µM; 1% of 650,000 active; PathHunter beta-arrestin GPR151 cells, luminescence; in the data active means activation above about 4.9%;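 further: 0% = median of compound wells and 100% = cells with positive control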
# Target sequence (Q8TDV0 whole entry, looked up): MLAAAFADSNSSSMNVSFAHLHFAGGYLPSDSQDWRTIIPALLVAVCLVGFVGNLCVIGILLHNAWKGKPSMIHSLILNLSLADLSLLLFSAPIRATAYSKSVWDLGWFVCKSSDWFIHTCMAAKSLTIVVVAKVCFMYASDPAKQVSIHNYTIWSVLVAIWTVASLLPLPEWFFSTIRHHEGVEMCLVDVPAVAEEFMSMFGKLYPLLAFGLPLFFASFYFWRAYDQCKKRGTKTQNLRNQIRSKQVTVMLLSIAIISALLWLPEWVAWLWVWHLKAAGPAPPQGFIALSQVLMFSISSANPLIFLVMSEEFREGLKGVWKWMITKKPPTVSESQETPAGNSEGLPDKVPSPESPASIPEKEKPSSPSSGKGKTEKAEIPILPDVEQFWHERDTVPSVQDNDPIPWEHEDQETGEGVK
# Numbers without * were called inactive.
smiles,MITF inh,TEAD-YAP block,FBW7 activator,GPR151 ag
COc1ccccc1C1CC(c2ccc(Br)cc2)=NN1C(=O)c1ccncc1 (stereo not given),-9,-7,-0.1,-0.7
CN(C(=O)C1CCCC1)c1nc2c(s1)CCc1occc1-2,25,-36,0.0,-0.9
Cc1[nH]c(=O)c(Br)c(C)c1C#N,-2,-13,-0.1,0.1
COc1cc2c(cc1OC)C(COc1ccc([N+](=O)[O-])cc1)N(C(=O)CCC1CCCC1)CC2 (stereo not given),-5,1,-0.1,0.1
CC/C(=N/Nc1nnc2c(n1)[nH]c1ccccc12)c1ccccc1,12,0,1.1,-0.2
COc1cccc(NC(=O)n2ncc3c(C)cccc32)c1,8,-7,0.0,-13
CC1CCCCC1NC(=O)/C(C#N)=C/c1ccc(O)c(O)c1 (stereo not given),3,-8,-0.5,0.8
Cc1cc(C(F)(F)F)nc2sc(C#N)c(N)c12,-2,-15,0.1,1.3
Cc1ccc(C2C(C#N)=C(SCC(=O)N3c4ccccc4CC3C)NC3=C2C(=O)CCC3)o1 (stereo not given),14,3,0.1,0.9
Cc1cccc(-c2noc(-c3ccc([N+](=O)[O-])c(C)c3)n2)c1,3,-10,-0.1,0.2
Cc1cc2c(c(=O)n1Cc1ccccn1)C(c1ccccc1Br)C(C#N)=C(N)O2 (stereo not given),-5,2,0.0,0.0
COc1ccc(-c2cn3nc(C)c(C)nc3n2)cc1,1,57*,0.1,-7.7
S=C(Nc1ccc(Oc2ccccc2)cc1)Nn1cnnc1,7,4,0.5,-0.6
COc1ccc(C2c3c(-c4ccccc4O)n[nH]c3C(=O)N2Cc2ccco2)cc1OC (stereo not given),2,11,0.2,-0.7
Cn1ccnc1Sc1nc2c(c(=O)n(C)c(=O)n2C)n1Cc1c(Cl)cccc1Cl,-79,-6,-0.3,0.4
CCOc1ccc(-n2c(CN3C(=O)c4ccccc4C3=O)nc3ccccc3c2=O)cc1,-25,7,0.0,1.6
COc1cccc(OC)c1C(=O)OCC(=O)Nc1sc2c(c1C#N)CCC2,19,-1,0.4,-0.1
O=C(Nc1ccc(OCc2ccccc2)cc1)c1ccncc1,-3,5,0.4,0.3
CCn1c(SCC(=O)Nc2cccc(NC(=O)C3CC3)c2)nnc1-c1ccncc1,4,-6,0.1,3.6
CCOC(=O)c1c(-c2ccccc2)csc1NC(=O)c1cccc([N+](=O)[O-])c1,-11,-6,0.0,-0.7
O=C(NCC1OCCCN1S(=O)(=O)c1ccc(Cl)cc1)C(=O)NC1CC1 (stereo not given),-2,8,-0.1,0.9
CC(NCC(O)COc1cccc([N+](=O)[O-])c1)c1ccc(F)cc1 (stereo not given),-23,7,-0.1,2.0
COc1ccc(C2C(C(=O)Nc3ccccc3OC)c3ccccc3C(=O)N2C)cc1 (stereo not given),2,2,-0.1,-0.9
CCc1ccc(CN2CCc3nnc(-c4ccccc4)n3CC2)o1,15,13,0.0,-0.8
CCOC(=O)c1c(NC(=O)c2cnn3c(C(F)(F)F)cc(-c4ccc(OC)c(OC)c4)nc23)sc2c1CCCC2,1,-10,-0.1,1.2
CCOc1ccc2[nH]c(=O)c(CN(Cc3ccccc3)C(=O)N3CCOCC3)cc2c1,6,12,0.0,0.0
O=C(COC(=O)c1ccc[n+]([O-])c1)Nc1ccc2c(c1)CCC2,-17,10,0.1,-0.5
COC(=O)c1ccc2c(c1)C(=O)/C(=C/c1cccc(OC)c1)O2,1,-3,-0.1,0.0
COc1ccccc1N1CCN(C(=O)COc2cc(C)cc(C)c2)CC1,3,0,-0.2,-0.6
CC(=O)C(C(C)=O)C1=CC(=O)C(=O)c2ccccc21,13,13,-0.3,0.4

# 2 of the compounds above, with each value named.
CN(C(=O)C1CCCC1)c1nc2c(s1)CCc1occc1-2
  MITF inh = 25
  TEAD-YAP block = -36
  FBW7 activator = 0.0
  GPR151 ag = -0.9

CCOC(=O)c1c(NC(=O)c2cnn3c(C(F)(F)F)cc(-c4ccc(OC)c(OC)c4)nc23)sc2c1CCCC2
  MITF inh = 1
  TEAD-YAP block = -10
  FBW7 activator = -0.1
  GPR151 ag = 1.2

# (list continues)
smiles,MITF inh,TEAD-YAP block,FBW7 activator,GPR151 ag
Cc1ccnc(SCC(=O)Nc2cccc(C(=O)O)c2)n1,0,2,0.1,0.4
NCCNC12CC3CC(CC(C3)C1)C2,6,8,0.1,-0.4
Cc1ccc(-n2ncc3c(Nc4ccc(F)cc4)ncnc32)c(C)c1,-7,-13,-0.1,1.4
CC1=C(C(=O)OCC2CCCO2)C(c2coc3ccccc3c2=O)C2=C(CCCC2=O)N1 (stereo not given),-4,0,0.0,2.0
CC1C(=O)Nc2ccc(S(=O)(=O)N3CCN(C4CCCC4)CC3)cc2NC1=O (stereo not given),11,0,0.0,-0.1
CCOc1ccc(C(=O)Nc2ccc(Cl)c(-c3nc4ccccc4o3)c2)cc1[N+](=O)[O-],1,-1,-0.5,0.7
O=C(NC(=S)NN1CCOCC1)c1ccc(Br)cc1,13,-2,0.7,-1.4
CSCCC(NS(=O)(=O)c1ccc2c(c1)oc(=O)n2C)C(=O)NCc1ccccc1 (stereo not given),-2,-2,-0.1,0.2
O=C(CNC(=O)c1ccc(Cl)cc1)N=Nc1c(O)[nH]c2ccc([N+](=O)[O-])cc12,9,6,0.2,-0.2
N#CC1=C2NC(=O)c3c(sc4c3CCCCC4)N2C2=C(C(=O)CCC2)C1c1cccc(Cl)c1Cl (stereo not given),18,10,0.1,-0.8
Cc1cccc(CN2C(=O)CSc3ccc(C(=O)NCc4ccco4)cc32)c1,21,8,-0.1,-0.7
O=C(Cc1ccc(-n2c(=O)[nH]c3ccsc3c2=O)cc1)Nc1ccccc1,3,-1,0.0,-0.5
COc1ccc(C(=O)O)cc1NC(=S)NC(=O)/C=C/c1ccccc1,2,-13,-0.3,0.2
Cc1cnc(CNc2cc(-c3ccccc3F)nc(-c3ccncc3)n2)nc1,15,-5,-0.6,1.5
CCc1c(C(=O)Nc2ccccc2C(N)=O)csc1C,-2,-4,0.5,-1.6
COc1ccc(C2=NN(CC(=O)N3CCC4(CC3)OCCO4)C(=O)CC2)cc1,-6,-1,0.1,0.6
CCCCOC(=O)c1ccc(N2C(=O)C3C4C=CC(C4)C3C2=O)cc1 (stereo not given),-13,-20,0.1,-1.1
O=C(c1cnc2nnc(C(F)(F)F)n2c1)c1cc(Cl)ccc1O,19,-3,-0.1,-1.3
O=C(NCCSCc1ccccc1)c1ccc(N2CC3CC(C2)c2cccc(=O)n2C3)c(NC(=O)c2ccccc2Cl)c1 (stereo not given),-10,-12,-0.1,-1.5
CCCCOC(=O)CSc1nc(N)c(C#N)c(-c2ccc(OCC)cc2)c1C#N,14,3,0.0,2.4
COC(=O)CSc1nc2c(c(-c3ccncc3)c1C#N)CCCC2,6,-1,0.1,-0.5
COc1cc([N+](=O)[O-])ccc1NC(=O)C1C2C=CC(C2)C1C(=O)O (stereo not given),22,2,0.1,-0.8
CC(=O)NC1(c2ccccc2)CCN(CC(=O)Nc2c(C)n[nH]c2C)CC1,9,-10,0.1,-0.3
Cc1ccc(-c2nc3c(cnn3-c3ccccc3)c(=O)n2-c2ccc(Cl)cc2)cc1,-1,-7,-0.4,0.3
O=C1Nc2ccccc2S/C1=C\c1ccc(C(=O)O)cc1,9,-57,0.0,-4.8
Cc1ccc(S(=O)(=O)N(C)c2ccc3sc(C)nc3c2)cc1,3,-1,-0.1,1.7
Cc1cc(S(=O)(=O)N2CCN(Cc3ccccc3)CC2)ccc1Br,-3,-2,0.0,1.5
CCN(CC(=O)NC1CC1)S(=O)(=O)c1ccc2ccccc2c1,18,3,-0.1,0.0
CC(=O)N(C)c1nnc(-c2ccc(Cl)cc2)s1,-14,-65,-0.1,-5.9
Cc1ccc(CN2CCN(Cc3cnc(N4CCOCC4)s3)CC2CCO)o1 (stereo not given),19,-4,0.3,1.5
CCn1cc(Br)c(C)n1,-1,17,0.2,1.2
C/C(=N\N=C1\SC(CC(=O)O)C(=O)N1c1ccccc1)c1ccco1 (stereo not given),21,1,0.1,-0.5
Clc1cccc(-n2ncnc2-c2cccc(Br)c2)c1,2,-1,0.1,-1.1
NC(=O)CSc1nc2scc(-c3ccccc3)c2c(=O)n1-c1ccccc1,16,-7,0.3,0.9
N#Cc1ccc2c(N)nn(-c3ccc(F)cc3)c2c1,15,-5,0.2,-0.2
O=C(Cc1cn(-c2ccc(Nc3ccc(N4CCOCC4)cc3)nn2)c2ccccc12)NCc1cccnc1,10,12,0.1,-0.9
CC(OC(=O)c1cccc(S(C)(=O)=O)c1)C(=O)Nc1ccccc1C#N (stereo not given),0,-3,0.4,-1.2
Cc1cc2c(cc1C)C(Nc1ccc(Cl)cc1)=NC(C)(C)C2,10,0,-0.1,0.0
CN(C)S(=O)(=O)c1ccc2c(c1)CCN2C(=O)c1cccc(C(F)(F)F)c1,16,19,0.6,-0.6
COc1cccc(C(=O)NCC(=O)N/N=C/c2ccc3c(c2)OCO3)c1,-6,-4,0.1,0.6
O=C(C1=C(O)C(=O)N(c2ncccn2)C1c1cccc([N+](=O)[O-])c1)c1ccco1 (stereo not given),-14,0,-0.3,-1.0
COC(=O)Oc1ccc(/C=N/NC(=O)CSc2ncccn2)cc1OC,-2,-8,-0.2,0.9
O=C(NCCCN1CCCC1=O)C1CCCN1c1nnc(N2CCCC2=O)s1 (stereo not given),2,-3,0.0,0.4
O=C(CSc1nc2ccccc2c(=O)n1CC1COc2ccccc2O1)NC1CCCCC1 (stereo not given),-10,2,0.0,-1.6
O=C(CN1C(=O)[C@H]2CCCN2C(=O)c2ccccc21)NCC1CC1,-5,-2,0.0,0.2
Clc1ccc(OCCCNCc2ccco2)cc1,32,13,-0.5,1.3
CC(C)N(CCNc1ccnc(N2CCC(N3CCOCC3)CC2)n1)C(C)C,11,6,0.5,-0.5
CC(c1ccon1)N(C)C(=O)c1cc(COc2cccc(C(F)(F)F)c2)on1 (stereo not given),11,-44,0.1,-1.2
COc1ccc(NC(=O)c2cnn(-c3ccccc3)c2NC(=O)c2ccc(Cl)cc2)cc1,7,-3,0.1,-0.4
O=[N+]([O-])c1ccc2nc(/C=C/c3ccc(Cl)cc3)[nH]c2c1,20,-29,-0.1,-0.8

# (list continues)
smiles,MITF inh,TEAD-YAP block,FBW7 activator,GPR151 ag
CC(C)C(NS(=O)(=O)c1cccc2nsnc12)C(=O)N1CCc2ccccc2C1 (stereo not given),12,13,0.5,-0.3
CC(NC(=O)C1C2CC3CC(C2)CC1C3)c1nc2cccnc2n1C(C)C (stereo not given),-6,-7,0.1,0.1
Cc1ccccc1Cn1c(C(=O)O)c(CNCc2cccnc2)c2ccccc21,-1,-2,-0.2,-0.7
CC(C)(C)c1ccc(C(=O)N2CCCCC(Sc3nnc4ccccn34)C2=O)cc1 (stereo not given),0,7,0.2,0.4
C=CCn1c(-c2ccccc2OC)n[nH]c1=S,6,8,-0.2,1.8
COCCNC(=O)c1cnn(-c2ccccc2)c1-n1cccc1,13,2,-0.2,-0.8
CC(=O)Nc1c(C(=O)O)oc2ccc(Br)cc12,3,5,0.5,-0.6
CNC(=O)/C(=C/c1ccc2c(c1)OCO2)NC(=O)c1ccccc1,2,1,0.0,-0.5
CCCn1c(=O)c(C(=O)NCc2ccncc2)c(O)c2ccccc21,4,-3,0.0,-1.3
O=C1Nc2cc(C(=O)N3CCN(c4ccccn4)CC3)ccc2NC1CSCc1ccccc1F (stereo not given),-8,-15,0.1,-1.0
O=C(NC1CCN(Cc2ccccc2)CC1)c1ccc(N2CC3CC(C2)c2cccc(=O)n2C3)c(NC(=O)c2cccs2)c1 (stereo not given),-2,-11,0.0,-0.5
Cc1ccc(CSCCNC(=O)CN(c2ccc(C(C)C)cc2)S(C)(=O)=O)cc1,0,4,0.0,2.9
COc1cc(/C=N/NC(=O)CC#N)ccc1OCc1ccccc1,22,-23,0.2,-0.6
Cc1ccc(-c2csc(Nc3ccc4c(c3)OCO4)n2)cc1,-6,-36,0.2,0.5
COC(=O)C1(C)NC(c2ccc(O)cc2)C2C(=O)N(C)C(=O)C21 (stereo not given),17,6,0.9,0.1
CC(C)(C)c1ccc(NC(=O)COC(=O)CNC(=O)c2cccc([N+](=O)[O-])c2)cc1,4,-7,0.0,0.9
CCCCNC(=O)c1ccc(NCC2CCCO2)c([N+](=O)[O-])c1 (stereo not given),0,-15,0.2,-1.7

# Reprinted at random: six records from the list
smiles,MITF inh,TEAD-YAP block,FBW7 activator,GPR151 ag
COc1cc(/C=N/NC(=O)CC#N)ccc1OCc1ccccc1,22,-23,0.2,-0.6
COC(=O)C1(C)NC(c2ccc(O)cc2)C2C(=O)N(C)C(=O)C21 (stereo not given),17,6,0.9,0.1
Cc1ccc(CSCCNC(=O)CN(c2ccc(C(C)C)cc2)S(C)(=O)=O)cc1,0,4,0.0,2.9
Cc1ccc(-c2csc(Nc3ccc4c(c3)OCO4)n2)cc1,-6,-36,0.2,0.5
O=C(NC1CCN(Cc2ccccc2)CC1)c1ccc(N2CC3CC(C2)c2cccc(=O)n2C3)c(NC(=O)c2cccs2)c1 (stereo not given),-2,-11,0.0,-0.5
CC(C)(C)c1ccc(NC(=O)COC(=O)CNC(=O)c2cccc([N+](=O)[O-])c2)cc1,4,-7,0.0,0.9

# Screening results: PubChem BioAssay, The Scripps Research Institute Molecular Screening Center
